Runt-CBFb FRET – inhibitors of RUNX1 Runt–CBFb binding, primary screen, biochemical, FRET, Cerulean-Runt, Venus-CBFb, uHTS; Runt-related transcription factor 1 (Homo sapiens) + Core-binding factor subunit beta …; Cerulean-Runt/Venus-CBFb FRET ratio 530/480, 1 h; inhibition, % at 20 µM; actives 0.46% (n = 220,000); AID 1496, 2009;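 active = inhibition over about 50% at 20 µM in the single-dose screen, limit read from the data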;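 also: 0% = DMSO wells and 100% = excess unlabeled CBFb competitor control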
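System: Cerulean-labeled Runt domain protein | Quantity: 100 nM of each labeled protein | Schedule: 1 h compound exposure, room temperature | Detection: Fluorescence energy transfer, 422 nm excitation, 530/480 nm emission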
Thrombin inh – human alpha-thrombin inhibitors, primary screen, counter-screen for coagulation protease inhibitor project, biochemical, 1536-well, fluorogenic AMC substrate; Boc-VPR-AMC fluorogenic substrate cleavage; Prothrombin (Homo sapiens), P00734; actives 0.26% (n = 220,000); inhibition, % at 5 µM;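 active = inhibition at or above 40%; inactive = inhibition below 40%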;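 also: 0% = enzyme with no compound and 100% = wells without enzyme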
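Assay system: human alpha-thrombin enzyme. Reagent: Boc-VPR-AMC substrate, 15 µM final. Compound dosing: one concentration per compound, 5 µM, with 0.2% DMSO. Incubation: room-temperature reaction. Technique: AMC fluorescence, 355/460 nm. Measure: % inhibition relative to enzyme controls and enzyme-free blanks.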
Wee1 degr inh – Wee1 degradation inhibitors, primary screen, cell-based, HeLa, Wee1K328M-luciferase, luminescence. actives 1.2% (n = 220,000). Wee1-like protein kinase (Homo sapiens), P30291. HeLa Luc-Wee1K328M stability; 100% = proteasome inhibitor MG132 effect. reporter increase, % at 5 µM;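 active = activation above the mean of all tested compounds plus 3 SD, set per screening run, cut at about 8.8% in these data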;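 also: cells exposed to compound for 20 h before luminescence read; 0% = DMSO alone and 100% = MG132 at 30 µM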
KLK5 inh – human KLK5 protease inhibitors, primary screen, biochemical, 1536-well. Kallikrein-5 (Homo sapiens), Q9Y337. recombinant hK5, fluorogenic AMC substrate cleavage. inhibition, % at 5 µM. actives 0.59% (n = 210,000);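 active = inhibition of 40% or more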;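 also: 0% = enzyme controls without compound and 100% = no-enzyme blanks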
FXIIa inh – human FXIIa protease inhibitors, primary screen, biochemical, 1536-well; Coagulation factor XII (Homo sapiens), P00748; purified FXIIa, Boc-QGR-AMC fluorogenic substrate, 2 h; AID 800, 2007; inhibition, % at 5 µM; actives 0.3% (n = 220,000); in the data active = inhibition above about 40%;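 also: 0% = enzyme with no compound and 100% = blank without enzyme; many of its hits are not listed in these tables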
Target sequence (P00748 20-372 limits assumed): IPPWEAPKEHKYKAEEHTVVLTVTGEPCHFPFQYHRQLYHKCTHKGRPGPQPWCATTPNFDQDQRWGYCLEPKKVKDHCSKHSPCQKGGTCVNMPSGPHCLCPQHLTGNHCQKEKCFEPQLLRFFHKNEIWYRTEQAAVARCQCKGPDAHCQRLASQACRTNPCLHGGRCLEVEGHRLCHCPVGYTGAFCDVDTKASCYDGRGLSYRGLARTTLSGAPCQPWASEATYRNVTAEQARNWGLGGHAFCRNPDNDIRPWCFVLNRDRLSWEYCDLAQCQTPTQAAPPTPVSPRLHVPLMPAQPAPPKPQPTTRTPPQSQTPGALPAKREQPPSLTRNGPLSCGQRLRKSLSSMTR
Target sequence (P00748 373-615 limits assumed): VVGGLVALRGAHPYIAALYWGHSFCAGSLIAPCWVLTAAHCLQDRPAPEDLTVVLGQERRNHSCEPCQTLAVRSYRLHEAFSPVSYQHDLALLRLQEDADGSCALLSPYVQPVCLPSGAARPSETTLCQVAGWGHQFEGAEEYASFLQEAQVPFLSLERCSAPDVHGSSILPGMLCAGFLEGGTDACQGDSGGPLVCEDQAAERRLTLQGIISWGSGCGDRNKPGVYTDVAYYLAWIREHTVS
FXIa inh – human FXIa protease inhibitors, primary screen, biochemical, 1536-well | Coagulation factor XI (Homo sapiens), P03951 | purified FXIa, Boc-Glu-Ala-Arg-AMC fluorogenic substrate | inhibition, % at 5 µM | actives 0.14% (n = 220,000);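 active = inhibition of at least 40%; inactive = inhibition below 40%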;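 also: fluorescence of freed AMC excited at 355 nm; 0% = enzyme without compound and 100% = no enzyme blank; many of its hits are not listed in these tables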
Runt-SMMHC FRET – inhibitors of RUNX1 Runt–CBFb-SMMHC binding, primary screen, biochemical, FRET, Cerulean-Runt, Venus-CBFb-SMMHC, uHTS; Runt-related transcription factor 1 (Homo sapiens) + Core-binding factor subunit beta …; Cerulean-Runt/Venus-CBFb-SMMHC FRET ratio 530/480, 1 h; inhibition, % at 20 µM; actives 0.74% (n = 220,000);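 active = mean inhibition across duplicate retests at 20 µM reaching about 50%, limit read from the data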;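 also: 0% = DMSO wells and 100% = wells with excess untagged CBFb-SMMHC; inhibitors lower the FRET ratio by blocking Runt binding to CBFb-SMMHC; some results filed as inactive read as strong as hits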
Hck-Nef inh – inhibitors of Nef-activated human Hck kinase, primary screen, biochemical, Z-Lyte FRET, 384-well, Hck-YEEI; Tyrosine-protein kinase HCK (Homo sapiens), P08631; Recombinant Hck-YEEI plus Nef, Z-Lyte FRET kinase assay; inhibition, % at 20 µM; actives 0.68% (n = 220,000); AID 463187, 2010;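 active = Hck-Nef kinase inhibition above about 50%, limit read from the data; inactive = inhibition below that limit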;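 also: 0% = DMSO with Hck plus Nef and 100% = Hck alone without Nef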
14-3-3 Bad PPI – inhibitors of 14-3-3 zeta/Bad binding, primary screen, biochemical, TR-FRET, bovine 14-3-3 zeta | TR-FRET 14-3-3zeta/Dy647-pBad peptide displacement, 1 h | 14-3-3 protein zeta/delta (Bos taurus), P63103 | inhibition, % at 21.7 µM | actives 0.71% (n = 220,000);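 active = inhibition above about 70%, limit read from the data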;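 also: 0% = full 14-3-3 plus peptide FRET controls and 100% = background without 14-3-3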
Target sequence (P63103 whole entry, looked up): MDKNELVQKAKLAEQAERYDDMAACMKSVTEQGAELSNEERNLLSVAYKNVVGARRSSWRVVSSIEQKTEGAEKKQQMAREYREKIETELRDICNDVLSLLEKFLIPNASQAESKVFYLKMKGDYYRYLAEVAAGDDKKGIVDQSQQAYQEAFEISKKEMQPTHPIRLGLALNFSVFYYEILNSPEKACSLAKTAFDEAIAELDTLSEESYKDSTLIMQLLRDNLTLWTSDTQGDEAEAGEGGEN
* hit, by the source's call; · = not tested or not shown; [ ] = remark or other dose.

structure,Runt-CBFb FRET,Thrombin inh,Wee1 degr inh,KLK5 inh,FXIIa inh,FXIa inh,Runt-SMMHC FRET,Hck-Nef inh,14-3-3 Bad PPI
CCC(=O)Nc1sc2c(c1C#N)CCC2,0.5,12.5,-1.3,-4.2,5.7,-5.2,-8.0,16.8,-9.7
CCN(C(=O)c1ccccc1)c1ccc([N+](=O)[O-])cc1,2.0,-12.6,1.7,-8.4,0.8,-0.2,0.3,3.9,-1.0[fluorescence artefact?]
O=C(CN1CCN(c2ccc(O)cc2)CC1)Nc1cc([N+](=O)[O-])ccc1Cl,8.2,-13.4,-0.1,-9.6,3.2,-6.8,7.3,4.4,48.9
COc1ccccc1N(C(=O)c1cncc(Br)c1)c1nc(-c2ccc(C)cc2)cs1,1.1,0.2,0.2,-10.7,6.8,8.1,2.2,4.3,-30.1
c1coc(-c2nnc(NC3=NCCC3)o2)c1,-1.5,-7.7,5.8,-18.5,-6.2,-10.6,1.9,0.1,-8.8
CNS(=O)(=O)c1cccc(C(=O)OCC(=O)c2c(N)n(C)c(=O)n(C)c2=O)c1,2.6,23.1,2.0,8.0,13.4,11.9,-4.6,-3.7,3.6
NC(=O)NC(=O)CC1S/C(=N/N=C2/NC(=O)CS2)NC1=O (centres undefined),-1.3,0.5,0.2,-17.6,9.0,-4.8,-0.8,15.5,-19.0
COc1ccc(S(=O)(=O)Cc2ccc(C(=O)NCCc3ccc(S(N)(=O)=O)cc3)o2)cc1,2.1,-6.9,4.2,29.6,-0.4,-8.3,2.7,1.9,1.4

(continued)
structure,Runt-CBFb FRET,Thrombin inh,Wee1 degr inh,KLK5 inh,FXIIa inh,FXIa inh,Runt-SMMHC FRET,Hck-Nef inh,14-3-3 Bad PPI
CC(Sc1cnccn1)C(=O)O (centres undefined),2.4,-2.3,2.2,2.0,10.7,1.1,-3.9,11.1,-3.6
CC(C)(C)NC(=O)NC(=O)CSc1nnc2ccccn12,-0.2,-2.8,-2.6,-9.5,11.2,-2.2,-2.3,-0.1,2.9
CCOC(=O)CSC1=N/C(=C\c2cccnc2)C(=O)N1c1ccc(OC)cc1,0.7,-4.7,1.2,-17.7,7.6,4.4,1.4,4.2,-6.8[fluorescence artefact?]
COc1ccc(/C=N/Nc2cc(C)nc(NS(=O)(=O)c3ccc(C)cc3)n2)cc1,-1.2,-4.8,-1.0,-12.3,12.6,4.8,-1.1,0.8,3.8[fluorescence artefact?]
O=C(NCC1CCCO1)c1ccc(COc2ccccc2Br)cc1 (centres undefined),-4.8,14.7,0.8,18.1,14.5,-9.5,-1.7,1.5,0.0[fluorescence artefact?]
N#Cc1cc(Sc2ccccn2)c(Sc2ccccn2)cc1C#N,2.8,-5.6,-1.7,16.9,-0.6,-1.7,-0.5,9.2,1.4[fluorescence artefact?]
Cn1cc(C(=O)N/N=C/C(Br)=C/c2ccccc2)ccc1=O,0.1,2.3,3.1,-19.5,15.9,7.6,-0.8,4.3,-9.0
Cc1cccc(NC(=S)N(Cc2cccs2)Cc2cc3cc(C)cc(C)c3[nH]c2=O)c1,-1.0,-3.4,2.8,-3.8,6.1,2.6,-3.3,1.9,4.0

Record cards, as listed above:
Listed for Cn1cc(C(=O)N/N=C/C(Br)=C/c2ccccc2)ccc1=O → Runt-CBFb FRET = 0.1; Thrombin inh = 2.3; Wee1 degr inh = 3.1; KLK5 inh = -19.5; FXIIa inh = 15.9; FXIa inh = 7.6; Runt-SMMHC FRET = -0.8; Hck-Nef inh = 4.3; 14-3-3 Bad PPI = -9.0
Listed for CC(Sc1cnccn1)C(=O)O (centres undefined) → Runt-CBFb FRET = 2.4; Thrombin inh = -2.3; Wee1 degr inh = 2.2; KLK5 inh = 2.0; FXIIa inh = 10.7; FXIa inh = 1.1; Runt-SMMHC FRET = -3.9; Hck-Nef inh = 11.1; 14-3-3 Bad PPI = -3.6

Continued.
structure,Runt-CBFb FRET,Thrombin inh,Wee1 degr inh,KLK5 inh,FXIIa inh,FXIa inh,Runt-SMMHC FRET,Hck-Nef inh,14-3-3 Bad PPI
Cc1ccccc1NC1=NC(=S)N(c2ccccc2)C12CCOC(C)(C)C2 (centres undefined),·,-0.9,-3.1,3.6,17.0,7.7,-3.1,1.8,2.4
CC1=CC(C)(C)N2C(=O)C3(NCCc4c3[nH]c3ccccc43)c3cc(C)cc1c32 (centres undefined),-1.0,1.2,0.4,4.1,8.9,2.1,-2.6,24.1,1.1
Cc1cccc(N2CCN(C(=O)C3CCN(S(=O)(=O)N4CCOCC4)CC3)CC2)c1C,-4.5,3.7,-1.6,-7.5,4.6,-5.0,0.5,19.8,-16.7
O=C(Cc1ccccc1F)NCC1(N2CCOCC2)CCCCC1,0.7,-17.8,1.1,-6.1,-1.0,-5.0,-1.8,16.8,-7.5
Cc1cc2ncn(C(=O)N3CCC(C)CC3)c2cc1C,-3.0,-3.2,0.3,-9.4,6.7,0.4,9.5,12.9,1.9
CCn1c(CNC(=O)c2ccccc2F)nnc1SCCOc1ccccc1,0.3,3.9,3.6,-5.5,10.2,-1.3,-5.6,3.0,-7.9
Cc1cc(OCC(=O)N(C)c2ccccc2)cc2c1C(=O)CC(C)(C)O2,-0.6,-3.1,-0.7,0.7,5.8,3.4,-0.5,5.4,4.8
Cc1ccccc1CSCCNC(=O)c1ccc(N(C)S(=O)(=O)c2ccccc2)cc1,-1.1,4.0,0.9,4.5,16.7,0.9,-6.7,0.9,-1.8

Other compounds follow.
structure,Runt-CBFb FRET,Thrombin inh,Wee1 degr inh,KLK5 inh,FXIIa inh,FXIa inh,Runt-SMMHC FRET,Hck-Nef inh,14-3-3 Bad PPI
CC(=O)c1cccc(NC(=O)/C=C/c2ccc([N+](=O)[O-])s2)c1,2.4,-6.2,3.0,0.4,5.4,0.9,0.1,24.8,3.2
C=CCn1c(=O)[nH]c2nc3cc(N=CN(C)C)c(C)cc3nc2c1=O,-326.1,-4.5,-2.9,5.5,12.7,2.5,-110.1,-13.8,-1.0
Cc1ccc(S(=O)(=O)/N=C2/C=C(C3C(=O)CC(C)(C)CC3=O)C(=O)c3ccccc32)cc1,4.8,-3.4,2.6,-59.4,-1.1,-9.9,5.8,0.7,30.6
Cn1c(SCc2ccc(Br)cc2)nc2c(c1=O)SCC2,-1.4,0.7,1.0,-13.4,1.3,-3.8,1.0,-6.1,-23.6
N#Cc1ccccc1NC(=O)COC(=O)CSc1nc2ccccc2o1,1.2,9.1,-2.1,2.0,12.7,12.4,0.8,-2.2,12.1
Cc1ccc(-c2nc(CN(C)Cc3ccc4nccnc4c3)c(C)o2)s1,-1.6,1.9,-2.7,·,9.1,5.0,2.7,4.4,-8.5
Cc1cc(NCc2ccco2)nc(N2CCC(C(=O)NC3CCCCC3)CC2)n1,0.2,-3.9,0.9,·,9.0,2.5,-2.7,8.2,-8.8
CC(C)(C)NC(=O)Cn1c(=O)oc2cc(S(=O)(=O)N3CCc4ccccc43)ccc21,-2.5,-3.0,1.7,-4.7,19.1,-1.1,1.3,1.0,12.5

Going on with the list.
structure,Runt-CBFb FRET,Thrombin inh,Wee1 degr inh,KLK5 inh,FXIIa inh,FXIa inh,Runt-SMMHC FRET,Hck-Nef inh,14-3-3 Bad PPI
COc1ccc(NC(=O)c2ccco2)c([N+](=O)[O-])c1,0.9,-4.5,4.5,-2.5,4.5,1.0,0.6,2.9,1.5[fluorescence artefact?]
Cc1cc(C)n2nc(-c3cnn(C)c3C(F)(F)F)c(Cl)c2n1,-3.0,0.6,-0.8,0.2,28.1,21.2,-1.9,0.1,-12.6
COC(=O)c1cc(Br)c(N)cc1OC,-1.4,2.9,-0.1,-5.7,7.9,7.2,2.4,-5.0,-2.6
Cn1c(-c2ccc(F)cc2)cnc1SCC(=O)N1CCCCC1,-2.8,-4.1,5.9,-0.8,5.3,2.1,-2.5,0.2,-1.5
Cc1ccc(OCCCCN2CCCC(C)C2)c([N+](=O)[O-])c1 (centres undefined),1.7,1.0,0.3,-15.9,2.3,-2.4,0.7,6.1,22.2
COc1ccc(Br)cc1CNC(=O)C1CCN(S(=O)(=O)N2CCCCC2)CC1,-1.8,-7.2,0.4,-28.6,-1.0,-5.2,-11.8,5.6,-3.3
CN1CCN(c2nc3ccccc3nc2C(C#N)C(=O)OC2CCCCC2)CC1 (centres undefined),0.0,2.2,-1.6,40.0,-1.6,1.2,1.5,-4.0,5.9
O=C(CSc1nnc(-c2ccncc2)n1Cc1ccco1)c1ccc(Cl)cc1,21.4,-5.3,-0.2,0.2,4.1,-7.4,9.1,-1.3,-3.0

Additional results follow.
structure,Runt-CBFb FRET,Thrombin inh,Wee1 degr inh,KLK5 inh,FXIIa inh,FXIa inh,Runt-SMMHC FRET,Hck-Nef inh,14-3-3 Bad PPI
CSC1=NCCN1C(=O)c1c(-c2ccccc2Cl)noc1C,2.9,-2.5,-0.1,-0.6,13.4,0.4,-1.6,-0.2,4.7
CCN1CCN(c2nc(N)c([N+](=O)[O-])c(Nc3ccc(C)c(C)c3)n2)CC1,-3.8,-3.9,-0.9,-17.0,0.0,-2.8,-2.8,1.6,-2.8
COCCNC(=O)Cn1cc2c(n1)CCC(C)C2 (centres undefined),0.7,-2.7,·,-6.3,17.4,3.9,-0.8,0.1,4.7
COP(=O)(OC)c1nc(-c2ccccc2)oc1NCc1ccccc1,-3.3,-8.8,-0.9,15.1,27.4,22.2,1.7,4.3,-1.5[fluorescence artefact?]
O=C(c1ccc(Cl)c(S(=O)(=O)N2CCCCCC2)c1)N1CCN(c2ccccn2)CC1,-0.6,5.0,0.9,-10.0,12.6,1.1,0.7,3.3,-4.9[fluorescence artefact?]
CC(CCc1ccccc1)NC(=O)COC(=O)c1ccc(S(C)(=O)=O)c([N+](=O)[O-])c1 (centres undefined),1.0,-12.6,1.0,-0.1,7.1,-3.7,0.2,27.8,-5.2
Oc1ccccc1N1CCN(C(=S)Nc2ccc(SC(F)F)cc2)CC1,0.4,-1.0,2.8,-1.4,1.1,-4.0,2.1,15.7,-10.1
Cc1ccc(OCC(=O)n2nc(C)cc2C)c(C)c1,-3.6,4.2,-0.7,-9.5,15.2,3.6,1.1,-0.4,-0.2

Assay outcomes (PubChem)
